Screening results (PubChem)
LRH-1 inv ag = suppresses constitutive activity of human LRH-1; AID 602396; hit rate 0.13% among 360,000; HEK293T StAR-luciferase reporter, LRH-1 transfected, 24 h; O00482; inhibition, % at 3.6 µM;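 active = inhibition above the mean inhibition of all tested compounds plus 3 SD, cut at about 73% in these data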;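 note: 0% = DMSO wells and 100% = reporter-only cells lacking LRH-1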
Target sequence (O00482 whole entry, looked up): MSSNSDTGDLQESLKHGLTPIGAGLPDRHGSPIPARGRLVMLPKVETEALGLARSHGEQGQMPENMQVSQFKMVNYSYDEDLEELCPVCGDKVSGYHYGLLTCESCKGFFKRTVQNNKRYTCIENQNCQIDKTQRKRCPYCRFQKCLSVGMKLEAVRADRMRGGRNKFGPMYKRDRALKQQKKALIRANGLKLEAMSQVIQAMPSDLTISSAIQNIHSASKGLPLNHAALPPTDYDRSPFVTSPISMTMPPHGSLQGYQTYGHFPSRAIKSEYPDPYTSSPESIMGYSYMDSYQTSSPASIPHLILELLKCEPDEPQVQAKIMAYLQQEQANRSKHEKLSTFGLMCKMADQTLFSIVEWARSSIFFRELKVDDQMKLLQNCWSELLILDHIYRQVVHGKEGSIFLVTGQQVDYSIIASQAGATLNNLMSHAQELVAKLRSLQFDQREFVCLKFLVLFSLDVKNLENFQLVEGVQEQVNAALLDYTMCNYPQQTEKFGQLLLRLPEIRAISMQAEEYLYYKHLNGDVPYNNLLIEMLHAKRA
TWEAK Fn14 block = inhibitors of TWEAK-Fn14 interaction signaling; hit rate 2% among 360,000; TWEAK-stimulated Fn14 reporter cells, luciferase luminescence, 8 h; inhibition, % at 10 µM; AID 1159606; in the data active = inhibition above about 50%
NCOA3 inh = inhibits human SRC3 coactivator. Q9Y6Q9. HEK293 GAL4-SRC3 luciferase reporter, luminescence. inhibition, % at 3.6 µM. hit rate 0.17% among 360,000. AID 588352;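 active = inhibition above a per-campaign cutoff, the mean of all compounds plus 3 SD, cut at about 60% in these data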;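 note: 0% = DMSO-treated cells and 100% = gossypol-treated cells at 36 µM; higher means less SRC3-driven luciferase light from the GAL4 reporter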
NCOA1 inh = inhibitors of human steroid receptor coactivator 1 (SRC1). Q15788. HEK293 GAL4-SRC1 luciferase reporter, luminescence. inhibition, % at 3.6 µM. hit rate 0.12% among 360,000;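 active = inhibition above the campaign mean plus 3 SD, with each screening campaign given its own cutoff, cut at about 60% in these data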;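 note: 0% = DMSO treated cells and 100% = gossypol at 36 µM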
EBV LMP1 NFkB = reduces LMP1-driven NF-kappaB luciferase signal; LMP1-induced NF-kappaB luciferase reporter cells, luminescence; inhibition, % at 12.5 µM; hit rate 0.69% among 350,000; in the data active = inhibition above about 41%;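 note: 0% = neutral control wells and 100% = reference inhibitor control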
Shn3 3UTR inh = Schnurri-3 reporter inhibition in Clone20 osteoblasts | Clone20 osteoblast Shn3 3'UTR firefly luciferase, 24 h | inhibition, % at 12.5 µM | hit rate 0.52% among 360,000;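 active = mean inhibition of at least 75% with every replicate also reaching 75%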;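 note: 0% = median of neutral control wells and 100% = pilot-screen positive control compound; some compounds past the cut are filed as inactive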
NR2F2 inh = NR2F2 (human) inhibition, primary screen. P24468. HEK293T NGFI-A luciferase reporter, luminescence. inhibition, % at 8.6 µM. hit rate 0.7% among 370,000. AID 686940;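 active = inhibition above a per-plate cutoff, mean inhibition of test wells between control levels plus 3 SD, cut at about 38% in these data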;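 note: cells cotransfected with COUP-TFII expression vector driving the NGFI-A reporter; 0% = median of COUP-TF2 test wells and 100% = reporter-only cells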
Target sequence (P24468 whole entry, looked up): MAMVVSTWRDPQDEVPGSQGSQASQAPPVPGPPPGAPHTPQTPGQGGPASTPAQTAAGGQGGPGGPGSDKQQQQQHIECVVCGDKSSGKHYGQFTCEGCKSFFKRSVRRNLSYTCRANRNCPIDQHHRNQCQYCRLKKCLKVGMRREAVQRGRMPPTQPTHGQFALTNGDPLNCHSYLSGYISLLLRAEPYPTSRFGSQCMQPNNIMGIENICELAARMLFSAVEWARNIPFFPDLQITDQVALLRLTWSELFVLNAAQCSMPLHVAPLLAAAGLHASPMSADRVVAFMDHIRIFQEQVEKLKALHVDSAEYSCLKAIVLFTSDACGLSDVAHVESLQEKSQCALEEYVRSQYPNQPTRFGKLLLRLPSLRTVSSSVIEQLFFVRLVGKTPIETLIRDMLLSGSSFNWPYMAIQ
CF NFkB inh = blocks PAF-induced NF-kB reporter in cystic fibrosis cells; KKLEB NF-kB-GFP reporter, GFP fluorescence overnight; inhibition, % at 5 µM; hit rate 0.86% among 360,000; AID 588850;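 active = at least 50% inhibition at 5 µM, scaled per plate between neutral and stimulator controls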;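 note: PAF is a Pseudomonas aeruginosa culture filtrate used as stimulus; plate controls were PAF-stimulated DMSO wells for no effect and unstimulated DMSO wells for full effect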
C8 TRAIL sens = caspase-8 TRAIL sensitization; NB7+C8 cells + TRAIL, ATPlite viability luminescence; inhibition (viability loss, TRAIL sensitization), % at 10 µM; hit rate 1% among 360,000; AID 624354;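 active = compounds causing at least 50% loss of cell viability in the single-dose screen, relative to plate controls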
KKLEB tox = CF airway cell cytotoxicity counter-screen; activity change (cytotoxicity), % at 5 µM; hit rate 0.36% among 360,000; KKLEB CF airway cells viability, ATPlite luminescence, overnight; active compounds read low; cells stimulated with P. aeruginosa culture filtrate;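 active = corrected activity change at or below -50% at 5 µM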
TROY signal inh = TROY signaling inhibition. Q293 LMP1-TROYcd NF-kB luciferase reporter, 4 h. inhibition, % at 10 µM. hit rate 0.98% among 360,000;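 active = compounds whose plate-normalised and pattern-corrected inhibition of the luciferase reporter signal at the single screening dose is 50% or more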
Numbers without * were called inactive; x = no result given. This is a subset (hit frequency here may not be typical).

SMILES | LRH-1 inv ag | TWEAK Fn14 block | NCOA3 inh | NCOA1 inh | EBV LMP1 NFkB | Shn3 3UTR inh | NR2F2 inh | CF NFkB inh | C8 TRAIL sens | KKLEB tox | TROY signal inh
Cc1ccc(CNC(=O)COC(=O)c2cc3c(s2)CCC(C)C3)cc1 (stereo unspecified) | -19 | -1 | 9 | -9 | -5 | -5 | 8 | 23 | 24 | -13 | 5
CC(C)CCCC(C)NC(=O)c1cc(S(=O)(=O)N2CCCCC2)ccc1N1CCOCC1 (stereo unspecified) | -3 | -9 | 13 | 19 | -15 | 25 | 2 | -30 | -14 | 12 | 17
CSc1ccccc1COC(=O)Nc1ccccc1C | -6 | -8 | -4 | -45 | -1 | -23 | 8 | -2 | 0 | -3 | -22
CN(C)CCN(Cc1ccccc1)c1ccnc(N(C)C)c1C#N | -6 | 11 | 16 | 4 | -8 | -8 | -1 | -11 | 3 | 7 | 12
Cc1ccccc1C(c1ncccc1C)N(C)C(=O)C1CCN(CCOc2ccc(Cl)cc2Cl)CC1 (stereo unspecified) | -10 | -45 | -5 | -13 | x | 4 | -2 | 13 | 18 | -11 | 21
CC(C)C(NS(=O)(=O)c1ccccc1)C(=O)OCc1cc([N+](=O)[O-])cc2c1OCOC2 (stereo unspecified) | 22 | 9 | -1 | -13 | -9 | 0 | 6 | -16 | -10 | 14 | -2
O=C(O)c1ccc(CSc2nc3ccccc3o2)cc1 | 3 | 3 | 9 | -4 | 4 | -11 | 0 | -6 | 16 | 11 | -22
O=C(CSc1nncn1-c1ccccc1)NCc1cccs1 | 7 | -8 | 4 | 2 | 0 | 1 | 0 | -8 | -18 | 4 | 0
Cc1ccc(C(=O)OCc2nnc(-c3ccccc3)o2)s1 | 15 | -12 | -14 | 6 | 7 | -3 | 10 | 17 | 13 | -5 | -17
C=C(C)CN1C(=O)C(C)SC1=NN=C1SCC(=O)N1C (stereo unspecified) | 0 | 17 | 2 | -3 | -3 | -1 | 9 | -21 | 15 | 4 | -3
N#CC1=C(N)Oc2n[nH]c(-c3cccnc3)c2C1c1ccc([N+](=O)[O-])o1 (stereo unspecified) | 19 | 14 | 3 | -33 | 6 | -28 | -11 | 3 | -4 | 10 | 1
COc1ccccc1CCNC(=O)c1cnccn1 | 5 | -7 | 14 | -10 | -10 | -5 | 2 | 6 | 3 | -10 | -6
Cc1ccc(/C=C/C(=O)NCc2cccs2)cc1 | -42 | -7 | -43 | -49 | -41 | -29 | -38 | 0 | 8 | 2 | -100
CCOc1ccc(S(=O)(=O)N2CCOCC2)cc1NS(=O)(=O)c1ccc(OC)c([N+](=O)[O-])c1 | 19 | -6 | -25 | -48 | -2 | -39 | -13 | -12 | -6 | 8 | -6
O=C(COC(=O)C1CC1)NC(=O)NCc1ccccc1 | 4 | 2 | 10 | -13 | 1 | -6 | 0 | -6 | -9 | -1 | 6
Cc1cccc(CN2CCN(Cc3cccc(-n4cccn4)c3)CC2CCO)n1 (stereo unspecified) | 8 | 7 | 12 | -15 | -4 | -3 | -8 | 4 | -16 | -6 | 14
COc1cccc(OC)c1C(=O)OCC(=O)N1CCC(Cc2ccccc2)CC1 | -30 | -6 | -24 | 2 | -8 | 1 | 9 | 6 | 3 | 8 | -7
O=C(C1CCC(=O)N(C2CCCCCC2)C1)N1CCN(c2ccccc2Cl)CC1 (stereo unspecified) | -21 | 0 | 4 | 0 | 7 | 45 | 22 | 19 | 18 | 1 | -4
NC(=O)c1nc(-c2cccs2)nc2c1[nH]c(=O)n2-c1ccc(F)cc1 | 14 | -47 | -4 | 0 | -36 | -6 | -4 | 53* | 8 | -42 | 6
Cn1nnnc1SCC(=O)NCc1ccco1 | 8 | 8 | 14 | -3 | -9 | 18 | 8 | 2 | -1 | -8 | -10
Cc1cc(Cl)ccc1OCC(=O)Nc1ccccc1C(=O)N1CCOCC1 | 2 | 7 | 24 | 4 | -6 | 16 | 11 | 21 | 12 | -9 | -1
CCn1c(COc2ccccc2C)nnc1SCC(=O)O | 0 | 6 | -1 | -13 | -5 | -28 | 11 | 12 | -5 | 5 | 13
C=CCNC(=O)CN1CCC(n2nnc3cc(C(F)(F)F)ccc32)CC1 | -4 | -16 | 7 | -20 | 2 | -11 | 4 | 14 | 5 | 1 | -16
CCn1c(=O)[nH]c2cc(Cl)c(Cl)cc21 | -12 | 23 | -5 | 3 | 4 | 13 | -20 | 8 | 7 | 2 | -9

Limited to LRH-1 inv ag, for two of the compounds above:
mol	LRH-1 inv ag
NC(=O)c1nc(-c2cccs2)nc2c1[nH]c(=O)n2-c1ccc(F)cc1	14
Cn1nnnc1SCC(=O)NCc1ccco1	8

Next structures follow:
SMILES | LRH-1 inv ag | TWEAK Fn14 block | NCOA3 inh | NCOA1 inh | EBV LMP1 NFkB | Shn3 3UTR inh | NR2F2 inh | CF NFkB inh | C8 TRAIL sens | KKLEB tox | TROY signal inh
CCOC(=O)c1cc(C)sc1/N=C/C1=C(O)CCCC1=O | -7 | 15 | 10 | -6 | -4 | -16 | -21 | -9 | -7 | -7 | -1
CCC(=O)Nc1nnc(-c2ccncc2)s1 | -3 | 3 | 9 | -8 | -2 | 3 | 9 | -7 | -1 | -4 | 6
Cc1noc(C)c1CSCC(=O)Nc1nc2ccccc2s1 | 3 | 4 | 3 | 1 | -10 | 3 | -19 | 11 | 6 | -8 | 24
Cc1cc(C)c(C(=O)COC(=O)C2CC3CCCC(C2)C3=O)c(C)c1 (stereo unspecified) | 12 | -2 | -16 | 18 | -3 | -4 | 7 | -21 | -5 | 2 | -20
O=C(O)c1ccc(N2C(=O)CC(Cc3ccccc3)C2=O)cc1 (stereo unspecified) | -3 | -1 | -8 | 8 | -11 | -28 | 24 | 6 | -11 | 7 | 2
CC1(OC(=O)C2CCCC2)C(=O)C=C2C=C(c3ccsc3)N(CC3CC3)C=C2C1=O (stereo unspecified) | 14 | 8 | -28 | -10 | 0 | 14 | 11 | 18 | 5 | -13 | -2
COc1ccc(CC(=O)OCC(=O)Nc2ncc(Cl)c(C)c2Cl)cc1 | 1 | 0 | 3 | -5 | -9 | -11 | 15 | -2 | -2 | -8 | 4
COc1ccc(C)cc1NC(=O)COC(=O)c1ccc2ccccc2n1 | -5 | -7 | 14 | 4 | 6 | 2 | -14 | -25 | -17 | 10 | -6
CN(CC(=O)N1CCCCCC1)S(=O)(=O)c1ccc(Br)cc1 | 9 | -12 | 19 | 4 | 0 | -26 | -6 | 3 | -33 | -4 | 10
COc1ccc(/C=C2/N=C(SC)NC2=O)cc1OC | -5 | 10 | 7 | -18 | -3 | -5 | -7 | 5 | -5 | 3 | -25
CCCc1cc2c(cc1NC(=O)c1ccco1)OCO2 | -7 | 0 | -1 | 17 | 0 | 4 | 8 | -4 | 3 | -22 | -5
Cc1cc(C(=O)N/N=C/c2ccc([N+](=O)[O-])s2)n[nH]1 | 19 | 6 | 16 | 2 | 0 | x | 3 | -6 | 23 | 0 | 14
Cc1cc(S(=O)(=O)c2ccc([N+](=O)[O-])cn2)ccc1Br | -1 | 60* | 23 | 1 | 74* | 98* | -7 | 91* | 32 | -73* | 72*
CC(CCc1ccccc1)NC(=O)CCNC(=O)c1ccccc1Cl (stereo unspecified) | 1 | -14 | 7 | -2 | 6 | -8 | -6 | -9 | -15 | 5 | -6
Cc1cc(SCC(=O)NC(=O)NCc2ccco2)nc2ccccc12 | -6 | 21 | -6 | -18 | 8 | -4 | 9 | 2 | 10 | -3 | 8
NC(Cc1ccc(F)cc1)c1csc(Nc2cc(NCc3ccco3)ncn2)n1 (stereo unspecified) | 0 | 1 | -6 | 9 | x | 0 | 14 | 23 | 8 | -21 | 4
Cc1cc(-c2nc3ncccc3o2)ccc1NC(=O)c1ccc([N+](=O)[O-])o1 | -8 | -3 | -11 | -3 | -6 | -9 | 26 | 16 | 8 | -7 | -15
Nc1nc2c3ccccc3nc(C3CC3)n2n1 | -6 | 3 | -5 | 9 | 7 | 3 | -12 | 8 | 4 | -10 | 24
O=C(NCCS(=O)c1ccc(Cl)cc1)c1cccc(Cl)c1 (stereo unspecified) | 4 | -7 | 15 | -1 | 1 | 3 | 17 | 10 | -3 | -3 | -18
CC(C)C1C(C#N)=C(N)SC(N)=C1C#N | 9 | 2 | 2 | 14 | 8 | -21 | 0 | -8 | -3 | 11 | -13
O=C(Cn1nnc(-c2cccs2)n1)NCCc1ccccc1 | -15 | -6 | 17 | -12 | -5 | -9 | -20 | 6 | -3 | -11 | -19
Cc1cc(NS(=O)(=O)c2ccc(Nc3nc(-c4sc(N)nc4C)cs3)cc2)no1 | -13 | 10 | 6 | -8 | -11 | 5 | x | -2 | -5 | 4 | -2
Cc1cc2cc(CNC(=S)Nc3ccc(OC(F)(F)F)cc3)ccc2n1C | 5 | 16 | 18 | 4 | 7 | -10 | 16 | -7 | -9 | 1 | -7
CCCC#Cc1cnc2c(c1)C(=O)N([C@H](C)CO)C[C@H](C)[C@@H](CN(C)C(=O)CCN1CCCCC1)O2 | 3 | -5 | -8 | -2 | 1 | 1 | 13 | -19 | -3 | 12 | 11
CN(Cc1ccccc1)C(=O)c1nc2ccccn2c1CN1CCc2sccc2C1 | -20 | 6 | 11 | -5 | 3 | 3 | 0 | -3 | -6 | 0 | -9
CCn1nc(CC(=O)O)c2ccccc2c1=O | -19 | 5 | 15 | -2 | -3 | 8 | 3 | -14 | 11 | 5 | 7
Cc1cc(=O)[nH]c(SCC(=O)c2c(N)n(C)c(=O)n(C)c2=O)n1 | 10 | 1 | 14 | 0 | -4 | 11 | -12 | 1 | 3 | -4 | 4
CCOC(=O)c1cccc(OS(=O)(=O)Cc2ccccc2)c1 | -5 | 4 | 10 | -7 | x | -14 | -15 | 17 | -1 | -7 | -3
CCCCn1c(N)c(N(CC(C)C)C(=O)c2cnc(C)cn2)c(=O)[nH]c1=O | 2 | -4 | -6 | 0 | 13 | -12 | 6 | -22 | 5 | 2 | 17
N#C/C(=C\c1ccc(OCCN2CCOCC2)cc1)C(=O)Nc1ccc(S(N)(=O)=O)cc1 | 11 | 18 | 1 | -19 | 0 | -3 | 5 | 5 | 0 | -3 | 10
O=C(N/C(=C/c1cccs1)C(=O)N1CCOCC1)c1cccs1 | 0 | 14 | 1 | -3 | -2 | 0 | 5 | 8 | -11 | -10 | -12
CCOc1ccc(N=C2Sc3nc4ccc(C)cc4cc3CN2CCOC)cc1 | 0 | 2 | 13 | -5 | 4 | -9 | -7 | 16 | 9 | 9 | -12
COc1ccc(Cn2cc([N+](=O)[O-])nc2C)cc1[N+](=O)[O-] | 13 | -4 | 11 | 0 | 7 | 4 | 3 | 16 | 0 | 2 | -1
COc1ccc(CCNC(=O)c2ccc3nc4cc(Cl)ccc4c(=O)n3c2)cc1OC | -15 | 29 | 10 | 6 | 7 | 17 | 11 | 11 | 26 | 3 | 4
COC(=O)C1=CNC=C(C(=O)OC)C1c1ccc(C(=O)OC)cc1 | 19 | -41 | 11 | -2 | 4 | 4 | 2 | 6 | -5 | 0 | -14
